# Screens deposited in PubChem BioAssay by several laboratories.
# Autophagy HCS: modulators of autophagy; MEF GFP-LC3 puncta imaging; test concentration mostly 10 µM; calls only at 10 µM (by protocol); actives 0.98% (n = 190,000);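 active = percentage of spot-positive cells more than 3 SD above its plate mean, without a fluorescence outlier flag or 80% toxicity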;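 note: spot-positive cell cutoff set from DMSO-treated cells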
# b-catenin transl: modulators of beta-catenin nuclear translocation; actives 0.3% (n = 190,000); nuclear translocation activity, % at 5 µM; HeLa beta-catenin nuclear translocation, immunofluorescence imaging;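 active = nuclear translocation activity above 50% at 5 µM, with a well cell count of 50 or more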;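 note: per-cell ratio of nuclear to cytoplasmic median beta-catenin stain intensity; plate controls were DMSO negative control for no effect and GSK-3 inhibitor IX positive control for full effect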
#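 System: Human HeLa cells, endogenous beta-catenin | Compound dosing: 5 µM primary, 0.02–20 µM confirmation | Timing: 24 h compound exposure at 37°C, 5% CO2 | Measured by: Fluorescence imaging of beta-catenin antibody stain plus DAPI | Read-out basis: % activation of per-cell nuclear versus cytoplasmic median beta-catenin signal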
# Yfh1-depleted yeast: enhancers of respiration in Yfh1-depleted yeast, dose response, Friedreich's ataxia, plus single-dose screen (AID 1465). one-dose fold induction at 50 µM; EC50 in µM for titrated hits. actives 0.074% (n = 220,000). S. cerevisiae Yfh1-off respiration, WST-1 reduction, 72 h; higher fold induction means a stronger effect;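 active = fold induction of absorbance versus untreated yeast above a set limit, then at least 30% activation at any dose in follow-up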;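 note: activators that raise dye reduction in frataxin-depleted yeast; strong numbers were not always called active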
# NOD2 inhibition: inhibition of NOD2-driven NF-kB reporter – cell-based, luminescence, uHTS, HEK293 (AID 1566) | HEK293 NOD2/NF-kB luciferase reporter, luminescence; higher % means a stronger effect | one-dose inhibition, % at 4 µM; EC50 in µM for titrated hits | actives 0.63% (n = 290,000); in the data active = inhibition above about 50%; note: many of its hits are not listed in these tables
# NOD1 inhibition: NOD1 signaling inhibitors, primary screen, cell-based, luminescence, uHTS (AID 1578) | NOD1-driven NF-kB luciferase reporter cells, luminescence; higher % means a stronger effect | inhibition, % at 4 µM; hits with a dose series show EC50 in µM | actives 1% (n = 290,000); in the data active = inhibition mostly above about 36%, no sharp cut-off; inactive = mostly below about 34%;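 note: HEK-293T reporter cells stimulated with the NOD1 agonist gamma-tri-DAP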
# M17LAP inhibition: P. falciparum M17LAP inhibitors, primary screen, biochemical, fluorogenic H-Leu-NHMec substrate, 1536-well (AID 1619); recombinant M17LAP, H-Leu-NHMec fluorogenic kinetic assay; higher % means a stronger effect; inhibition, % at 30 µM; hits with a dose series show IC50 in µM; actives 0.38% (n = 220,000);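 active = compound inhibiting the enzyme by more than half at any dose during confirmatory dose-response retesting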;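 note: plate controls were full reaction with DMSO carrier for no effect and no enzyme background for full effect; strong numbers were not always called active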
# Dynein cargo inh: blocks dynein driven cargo transport along microtubules. AID 1381. z-score, hits read low. 3617.4 mouse cells, GR-EGFP nuclear translocation imaging; test concentration mostly 20 µM; stimulated with dexamethasone, 1 µM; active compounds read low. actives 0.47% (n = 220,000);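 active = plate z-score of nuclear minus cytoplasmic receptor signal below a set negative limit, without overly bright fluorescence or cell loss, cut at about -3.5 in these data, passing the limit was not always enough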;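 note: z-score of nuclear minus cytoplasmic ring GR-EGFP intensity difference per well; some compounds called inactive have numbers as strong as hits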
#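 Buffer or medium: tet-free medium with charcoal-stripped serum / Also added: dexamethasone agonist, 1.0 µM final, for 30 min / Timing: induction 48 h, compound 1 h, agonist 30 min / Measured by: high-content fluorescence imaging after fixation / Read-out: nuclear-to-cytoplasmic GR-EGFP distribution per well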
# MT stabilize HCS: microtubule stabilizers in HeLa cells | HeLa tubulin immunostaining HCS, 24 h; share of cells brighter than vehicle mean+2SD | % tubulin-high responders, % at 10 µM | actives 0.83% (n = 200,000) | AID 2205;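 active = plate Z-score above 3 for both tubulin-high and condensed-nucleus cell shares, with cell loss under 80%, at 10 µM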;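 note: anti alpha tubulin signal scored within the nucleus-defined area of each cell; some results filed as inactive read as strong as hits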
# Insulin prom up: MIN6 insulin promoter up-regulation; MIN6 insulin promoter-GFP reporter, high-content imaging; active compounds read high; z-score at 5 µM; actives 0.3% (n = 190,000);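 active = z-score above 3 at 5 µM with at least 500 cells counted in the well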
# Dynein cargo inh cytoplasmic EGFP: recorded beside Dynein cargo inh, whose call it bears; z-score; measured here: cytoplasmic GR-EGFP intensity; active compounds read high
# Dynein cargo inh nuclear GR-EGFP: second read-out of Dynein cargo inh, no call of its own (marks repeat the call); z-score; measured here: nuclear GR-EGFP intensity;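 lower value marks the stronger effect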
# Dynein cargo inh cell count: also measured in Dynein cargo inh; calls as there; z-score; measured here: cell count per field
# Insulin prom up cell count: recorded beside Insulin prom up, whose call it bears; cell count; measured here: cytotoxicity, nuclei count;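 total cells summed across four imaged fields per well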
# b-catenin transl cell count 5 µM: second read-out of b-catenin transl, no call of its own (marks repeat the call); cell count; measured here: cell count, cytotoxicity flag
# MT stabilize HCS Hoechst-high %: second read-out of MT stabilize HCS, no call of its own (marks repeat the call); % Hoechst-high responders; measured here: nuclear condensation Hoechst responders;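 share of cells brighter than vehicle mean plus two SD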
# MT stabilize HCS cytotoxicity %: recorded beside MT stabilize HCS, whose call it bears; toxicity, %; measured here: cytotoxicity by cell density;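 0% = mean cell density of plate MIN control wells and 100% = no cells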
# Autophagy HCS cell loss 18 h: also measured in Autophagy HCS; calls as there; toxicity, %; measured here: cell loss, nuclei count;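 cell loss after 18 h compound exposure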
# Numbers without * were called inactive; i = inactive; . = no result given; + = active, no number. The list is partial (hit frequency here may not be typical).
SMILES,Autophagy HCS,Autophagy HCS cell loss 18 h,b-catenin transl,b-catenin transl cell count 5 µM,Yfh1-depleted yeast,NOD2 inhibition,NOD1 inhibition,M17LAP inhibition,Dynein cargo inh,Dynein cargo inh cytoplasmic EGFP,Dynein cargo inh nuclear GR-EGFP,Dynein cargo inh cell count,MT stabilize HCS,MT stabilize HCS Hoechst-high %,MT stabilize HCS cytotoxicity %,Insulin prom up,Insulin prom up cell count
O=C(CSc1c2c(nc3ccccc13)CCC2)N1CCCC1,i,-26,-1.7,1081,i,2%,-2%,10%,-0.043,-0.28,-0.02,0.57,3.5,2.9,2.4,-0.7,1240
CCc1ccc2[nH]c(=O)c(CN(Cc3ccco3)S(=O)(=O)c3ccc4c(c3)OCCO4)cc2c1,i,-9,1.4,812,i,12%,-25%,-4%,-0.22,-0.35,-0.026,0.41,3.4,1.6,6.4,0.3,1113
O=C(NC1CCCCC1)N1CCSC1=Nc1ccccc1,i,-5,1.5,1463,i,17%,-4%,-15%,-0.55,-0.12,0.26,0.39,3.9,3.4,5.5,-0.71,1500
CCn1cc(C(C)NC(=O)Nc2ccccc2C(=O)OC)c(C)n1 (stereo not given),i,10,-2.0,1081,i,3%,-14%,0%,0.38,-0.23,0.28,0.19,1.5,2.0,2.5,0.03,1553
Cc1cnccc1CN(C)C(=O)CC1C(=O)NCCN1CC1CCCCC1 (stereo not given),i,25,-0.1,1617,i,14%,-27%,2%,-0.044,-0.29,-0.23,0.71,2.4,2.4,9.2,0.3,1684
COc1ccc(C2/C(=C(\O)c3ccc4c(c3)OCCO4)C(=O)C(=O)N2CCCN(C)C)c(OC)c1 (stereo not given),.,.,-1.3,1187,i,-6%,-14%,.,.,.,.,.,.,.,.,-0.82,959
CCOc1cc(N2CCOCC2)c(OCC)cc1NC(=O)c1ccc2ccccc2n1,i,7,-3.1,991,i,17%,-11%,7%,0.025,-0.23,0.29,0.35,3.8,4.0,6.0,-2,1166
COc1ccc(O)c(C(=O)c2cnn(-c3ccccn3)c2)c1,i,0,-0.5,1095,i,-25%,-4%,2%,0.28,-0.27,-0.37,0.47,5.1,3.3,5.4,-0.23,1229
CCCCCCCCCCOC(=O)NC1CCS(=O)(=O)C1 (stereo not given),i,12,-0.7,1174,i,-1%,-26%,-2%,0.23,-0.26,0.28,-0.2,5.1,2.0,6.2,-0.78,1405
Cc1csc(NC(=O)CCN2C(=O)c3ccccc3S2(=O)=O)n1,i,7,0.6,1150,i,-2%,-12%,-8%,0.57,-0.25,0.28,0.37,2.7,1.4,2.5,-0.49,1214
CC(C)(C)NC(=O)C(c1ccccn1)N(C(=O)C1CSC(=O)C1)c1ccccc1F (stereo not given),i,-19,-0.7,1029,i,21%,-18%,0%,-0.46,2,0.29,-0.35,1.5,1.1,2.0,.,.
CC(=O)n1cc(C(C[N+](=O)[O-])SCCN)c2ccccc21 (stereo not given),i,13,16,1034,i,22%,-2%,5%,-3.8*,2.1*,-1.6*,-0.79*,26*,16*,22*,-0.47,1460
O=C(NCc1cccs1)c1cccnc1C(=O)O,i,-2,0.2,1349,i,-7%,-24%,-6%,-0.011,-0.45,0.25,-0.069,2.8,1.3,8.7,0.47,1571
CC(=O)N1N=C(c2ccccc2)CC1c1cn(C)c2ccccc12 (stereo not given),i,7,1.0,505,i,-26%,-30%,0%,-0.22,-0.23,-0.097,0.39,2.6,1.5,3.5,0.19,1208
COc1ccc(Nc2ncc(C(=O)N3CCN(c4ccccc4OC)CC3)c3ccccc23)cc1,i,2,-1.3,1388,i,4%,52%,-5%,0.62,-0.16,0.45,-0.17,6.1,1.2,1.0,-0.83,1540
CCOC(=O)c1c(-c2ccccc2Cl)csc1NC(=O)c1cc(S(=O)(=O)N2CCOCC2)ccc1C,i,7,.,.,i,-4%,8%,14%,0.26,-0.29,-0.3,-0.12,3.1,3.9,11,-1.1,1093
COC(=O)C(NC(=O)c1ccco1)(Nc1ccc(Br)cn1)C(F)(F)F (stereo not given),i,21,1.5,1149,i,1%,-1%,-2%,-0.37,0.086,-0.1,-0.43,3.0,2.1,5.5,-0.03,1208
Cc1cc(=O)[nH]c(N/N=C/c2c(C)nn(-c3ccccc3)c2Cl)n1,.,.,-0.6,1445,i,9%,-13%,.,-0.082,-0.66,-0.24,-0.73,.,.,.,-0.76,903
Cc1ccc(S(=O)(=O)N[C@H](C(=O)Oc2ccc3c(C(F)(F)F)cc(=O)oc3c2)c2ccccc2)cc1,i,-19,-2.9,1480,i,20%,.,-194%,-1.4,0.28,-0.4,0.53,1.4,1.4,2.2,0.24,1479
COc1cc(C)ccc1N(CCCN1C(=O)c2cccc3cccc(c23)C1=O)C(=O)c1cccs1,i,4,1.0,1062,i,5%,10%,-1%,-0.55,-0.26,-0.3,0.31,2.1,2.6,8.1,-0.42,1361
COC(=O)C1=C(C)NC(C)=C(C(=O)OC)C1C(=O)OC1CCCCC1=O (stereo not given),i,-2,0.2,1052,i,0%,-3%,12%,-0.22,-0.17,0.26,0.54,3.0,1.2,59,-0.2,2058
Cc1ccc(CNC(=O)CNC(=O)c2c(C)nn(C)c2Cl)cc1,i,2,0.6,1089,i,7%,-4%,-2%,0.62,-0.31,0.6,-0.9,3.0,2.0,2.5,0.52,1197
COc1ccc(NC(=O)C2(c3ccccc3)CCCC2)cc1,i,-8,-2.2,1108,i,-5%,-30%,-1%,-0.17,-0.22,0.15,-0.51,2.1,1.4,7.8,0.69,1500
CCc1ccc(N2C(=O)/C(=C/c3cccs3)N(CC(=O)OC)C2=S)cc1,+,11*,.,.,i,7%,-6%,-6%,-0.11,5.5,1.6,-0.9,6.2,1.5,4.4,.,.
COC(=O)C(C)Sc1ccc2nnc(-c3ccc(F)cc3)n2n1 (stereo not given),i,3,.,.,i,11%,-1%,-10%,-0.83,-0.2,-0.21,0.65,3.5,2.9,8.8,.,.
CC(=O)NN1C(=O)c2ccccc2NC1c1ccco1 (stereo not given),i,-16,-4.2,688,i,19%,-7%,-13%,-0.29,-0.29,-0.11,0.36,2.7,2.5,12,.,.
O=C(CN1CCCc2ccccc21)NC(=O)NCc1ccccc1,.,.,-1.4,1383,i,10%,-4%,12%,0.72,-0.71,0.055,-0.98,.,.,.,-0.16,972
O=c1[nH]n(Cc2ccccc2)c(=O)c2ccccc12,i,-1,0.8,1280,i,-8%,2%,-17%,-0.05,-0.2,-0.31,-0.051,1.4,1.7,5.7,-0.21,1615
COc1ccc(N(CC(=O)NCc2cccs2)S(=O)(=O)c2c(C)nn(C)c2C)cc1,i,15,-0.1,1198,i,-1%,9%,-1%,1.3,-0.083,0.91,-1.1,4.2,1.6,8.9,0.29,913
CC(=O)CSc1nnc(Cc2ccc3c(c2)OCO3)o1,i,-13,-2.9,1185,i,12%,-12%,-3%,-0.37,-0.25,-0.18,0.6,3.7,1.6,1.5,0.61,1292
Cc1cc(C(F)(F)F)nn1CC(=O)N1CCOCC1,i,1,3.4,1112,i,-6%,-7%,-11%,-0.57,-0.13,-0.046,0.98,3.3,1.8,4.2,-0.01,914
COc1ccc(OC)c2[nH]c(=O)c(CCNC(=O)c3cc4ccccc4o3)cc12,i,-5,3.2,958,i,20%,9%,2%,-0.13,-0.11,0.055,-0.39,2.5,1.6,2.4,-0.2,1452
Cc1cc(NCCCn2ccnc2)n2nc(C)c(-c3ccc(Cl)cc3)c2n1,i,23,.,.,i,-20%,-32%,-4%,-0.45,0.15,-0.21,2.2,4.2,3.3,7.0,.,.
CC1=NC(C)(C)Cc2c(C)cccc21,i,5,1.7,1072,i,11%,-31%,2%,0.36,-0.2,0.37,0.3,1.9,1.8,7.4,-0.37,1341
Cc1ccc(CSc2nnc(CNc3ccc(F)cc3)o2)cc1,i,3,.,.,i,-5%,1%,7%,-0.51,-0.37,-0.42,1.3,2.4,2.7,10,0.27,1276
CCCCCn1c(CNC(=O)COC)nc2ccccc21,i,20,-1.7,1040,i,13%,-14%,-1%,0.065,-0.24,0.54,0.33,5.0,1.2,6.3,-0.4,1302
Clc1nnc(NN=C2CCCC2)c2ccccc12,i,28,-1.9,523,i,4%,-24%,10%,-0.43,-0.12,0.75,0.13,2.7,1.9,6.5,0.19,1240
CCn1c(SCC(=O)c2ccc3ccccc3c2)nnc1-c1cccs1,i,1,-0.7,1382,i,-7%,6%,6%,-0.26,-0.27,-0.98,-0.028,3.1,1.9,2.7,0.46,1538

# Structural class, the compounds so far with a CF3 group
SMILES,Autophagy HCS,Autophagy HCS cell loss 18 h,b-catenin transl,b-catenin transl cell count 5 µM,Yfh1-depleted yeast,NOD2 inhibition,NOD1 inhibition,M17LAP inhibition,Dynein cargo inh,Dynein cargo inh cytoplasmic EGFP,Dynein cargo inh nuclear GR-EGFP,Dynein cargo inh cell count,MT stabilize HCS,MT stabilize HCS Hoechst-high %,MT stabilize HCS cytotoxicity %,Insulin prom up,Insulin prom up cell count
COC(=O)C(NC(=O)c1ccco1)(Nc1ccc(Br)cn1)C(F)(F)F (stereo not given),i,21,1.5,1149,i,1%,-1%,-2%,-0.37,0.086,-0.1,-0.43,3.0,2.1,5.5,-0.03,1208
Cc1ccc(S(=O)(=O)N[C@H](C(=O)Oc2ccc3c(C(F)(F)F)cc(=O)oc3c2)c2ccccc2)cc1,i,-19,-2.9,1480,i,20%,.,-194%,-1.4,0.28,-0.4,0.53,1.4,1.4,2.2,0.24,1479
Cc1cc(C(F)(F)F)nn1CC(=O)N1CCOCC1,i,1,3.4,1112,i,-6%,-7%,-11%,-0.57,-0.13,-0.046,0.98,3.3,1.8,4.2,-0.01,914
